Screening data from PubChem BioAssay.
H37Rv inhibition: M. tuberculosis growth inhibition, HTS (AID 449762); actives 0.59% (n = 330,000); one-dose inhibition, % at 25 µM; IC50 in µM for titrated hits; M. tuberculosis H37Rv growth inhibition, 7H9 media; higher % means a stronger effect; in the data active = a potency from the dose series; inconclusive = inhibition above about 70% without an active follow-up result;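 also: bacterial growth assessed after seven days of incubation; strong numbers were not always called active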
tuberculosis growth: growth inhibition of non-replicating M. tuberculosis (AID 488890). Mycobacterium tuberculosis non-replicating, growth inhibition; higher % means a stronger effect. one-dose inhibition, % at 25 µM; IC50 in µM for titrated hits. actives 0.39% (n = 320,000); in the data active = a potency from the dose series; inconclusive = inhibition mostly from about 82% at the one dose, without a potency; inactive = the rest, 99 in 100 with inhibition below about 76%;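 also: plate controls were DMSO cells for no effect and high antibiotic wells for full effect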
Salmonella PhoP GFP: PhoP regulon inhibitors, Salmonella typhi PhoP promoter GFP reporter, confirmatory (AID 1850); Salmonella Typhi PhoP-promoter GFP reporter, fluorescence, 4 h; higher % means a stronger effect; inhibition, % at 50 µM; hits with a dose series show IC50 in µM; actives 0.33% (n = 310,000); in the data active = a potency from the dose series; inconclusive = inhibition mostly from about 25% at the one dose, without a potency; inactive = the rest, 99 in 100 with inhibition below about 19%;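 also: 0% = induced wells with vehicle and 100% = uninduced wells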
influenza NS1A: H1N1 influenza NS1A inhibitors, functional cell based assay (AID 504329); actives 0.3% (n = 340,000); NS1A functional cell-based assay, percent inhibition; higher % means a stronger effect; inhibition, % at 12.5 µM, or IC50 in µM where a hit was titrated; in the data active = a potency from the dose series; inconclusive = inhibition above about 27% without an active follow-up result; also: strong numbers were not always called active
inhibitors of VEEV: inhibitors of VEEV TC-83 cytopathic effect, confirmation, Vero cells (AID 588727) | one-dose inhibition, % at 20 µM; IC50 in µM for titrated hits | Vero cells, VEEV TC-83 cytopathic effect inhibition; higher % means a stronger effect | actives 0.13% (n = 350,000); in the data active = a potency from the dose series; inconclusive = inhibition mostly from about 14% at the one dose, without a potency; inactive = the rest, 99 in 100 with inhibition below about 12%; also: strong numbers were not always called active
inhibitors of VEEV 10K pilot screen: also measured in inhibitors of VEEV; calls as there; inhibition, %; measured here: 10K pilot screen inhibition
* = called active by the depositor.

Screening CC1CCC(NC(=O)CCS(=O)(=O)c2ccc3c(c2)CC(C)N3C(=O)C2CC2)CC1 (configuration not stated) returned H37Rv inhibition -1%, tuberculosis growth 9%, Salmonella PhoP GFP -1%, influenza NS1A 2% and inhibitors of VEEV 0.1%.
`Cc1nnc(SCCn2c(N3CCN(C)CC3)nc3c2c(=O)[nH]c(=O)n3C)s1` gave H37Rv inhibition 1%, tuberculosis growth -2%, Salmonella PhoP GFP -5%, influenza NS1A -5% and inhibitors of VEEV 0.8%.
`CCOc1ccc(NC(=O)N(CCCN2CCOCC2)Cc2cccnc2)cc1` gave H37Rv inhibition -10%, tuberculosis growth -3%, influenza NS1A 6% and inhibitors of VEEV inactive.
`O=C(Nc1ccnn1C1CCN(CCCc2ccccc2)CC1)c1cccc(F)c1` gave H37Rv inhibition 0%, tuberculosis growth 5%, Salmonella PhoP GFP 0%, influenza NS1A -5% and inhibitors of VEEV 1.0%.
Screening CC(=O)OCCc1[nH]c2ccccc2c1C returned H37Rv inhibition -11%, tuberculosis growth -2%, Salmonella PhoP GFP -3%, influenza NS1A -12%, inhibitors of VEEV 0.1% and inhibitors of VEEV 10K pilot screen 2.4.
c1ccc(-c2cc3c(N4CCOCC4)ncnc3s2)cc1 was read as H37Rv inhibition inconclusive, tuberculosis growth 30%, Salmonella PhoP GFP -5%, influenza NS1A 2% and inhibitors of VEEV 10%.
`CCCCN(C(=O)COC(=O)CSc1ccc([N+](=O)[O-])cc1)c1c(N)n(CCC)c(=O)[nH]c1=O` gave H37Rv inhibition 37%, tuberculosis growth 45%, Salmonella PhoP GFP 6%, influenza NS1A -5% and inhibitors of VEEV 1.0%.
Cc1cc(C)cc(NC(=O)COC(=O)CCCC2=NS(=O)(=O)c3ccccc3N2)c1 was read as H37Rv inhibition 5%, tuberculosis growth 7%, Salmonella PhoP GFP -11%, influenza NS1A 4% and inhibitors of VEEV 2.1%.
Screening O=C(CN1C(=O)NC(Cc2ccccc2)C1=O)Nc1ccc(F)cc1 (configuration not stated) returned H37Rv inhibition -8%, tuberculosis growth 4%, Salmonella PhoP GFP 6%, influenza NS1A -20% and inhibitors of VEEV 2.6%.
For CC1CCc2c(sc(NC(=O)CCc3nc4ccccc4c(=O)[nH]3)c2C#N)C1 (configuration not stated) the results were H37Rv inhibition -6%, tuberculosis growth -1%, influenza NS1A -6% and inhibitors of VEEV 2.9%.
Cn1nnnc1Sc1ncnc2scc(-c3ccc(F)cc3)c12 was read as H37Rv inhibition 64%, tuberculosis growth 75%, Salmonella PhoP GFP -12%, influenza NS1A -4% and inhibitors of VEEV 8.4%.
`CC(C)(O)C#Cc1ccc(C(=O)NCCc2ccc(S(N)(=O)=O)cc2)cc1` gave H37Rv inhibition 5%, tuberculosis growth -6%, Salmonella PhoP GFP -1%, influenza NS1A 7% and inhibitors of VEEV inactive.
For Cc1ccc(C)c(CSC2=NCCN2S(=O)(=O)c2ccccc2)c1 the results were H37Rv inhibition 9%, tuberculosis growth 5%, Salmonella PhoP GFP 6%, influenza NS1A -7% and inhibitors of VEEV 7.7%.
`O=C(c1ccc(Cl)c(Cl)c1)N1CCN(Cc2ccc3c(c2)OCO3)CC1` gave H37Rv inhibition 3%, tuberculosis growth 9%, Salmonella PhoP GFP -10%, influenza NS1A -8% and inhibitors of VEEV inactive.
`COCCOc1ccc(C(F)(F)F)cc1NC(=O)COC(=O)Cc1c[nH]c2ccccc12` gave H37Rv inhibition -1%, tuberculosis growth 7%, influenza NS1A 1% and inhibitors of VEEV 1.8%.

Continued; it opens with the 3 that closed the last part.
For Cc1ccc(C)c(CSC2=NCCN2S(=O)(=O)c2ccccc2)c1 the results were H37Rv inhibition 9%, tuberculosis growth 5%, Salmonella PhoP GFP 6%, influenza NS1A -7% and inhibitors of VEEV 7.7%.
`O=C(c1ccc(Cl)c(Cl)c1)N1CCN(Cc2ccc3c(c2)OCO3)CC1` gave H37Rv inhibition 3%, tuberculosis growth 9%, Salmonella PhoP GFP -10%, influenza NS1A -8% and inhibitors of VEEV inactive.
`COCCOc1ccc(C(F)(F)F)cc1NC(=O)COC(=O)Cc1c[nH]c2ccccc12` gave H37Rv inhibition -1%, tuberculosis growth 7%, influenza NS1A 1% and inhibitors of VEEV 1.8%.
For Cc1ccccc1NC(=O)C1CCCN(C(=O)Nc2ccc(F)cc2)C1 (configuration not stated) the results were H37Rv inhibition 1%, tuberculosis growth -2%, Salmonella PhoP GFP 8%, influenza NS1A 10% and inhibitors of VEEV 0.7%.
Screening COc1ccc(/C=C/C(=O)OCC(=O)NC2CCCC(C)C2C)cc1 (configuration not stated) returned H37Rv inhibition 1%, tuberculosis growth 25%, influenza NS1A -3% and inhibitors of VEEV 1.3%.
Screening COc1ccc(C(C(=O)NC2CCCC2)N(Cc2cccnc2)C(=O)Cc2cccs2)cc1OC (configuration not stated) returned H37Rv inhibition 8%, tuberculosis growth 2%, Salmonella PhoP GFP -2%, influenza NS1A 6% and inhibitors of VEEV inactive.
For O=C1N=C(N2CCCC2)S/C1=C\c1cn[nH]c1-c1ccccc1 the results were H37Rv inhibition -6%, tuberculosis growth 6% and Salmonella PhoP GFP -5%.
`Cc1ccc(S(=O)(=O)N2CCOCC2)cc1NC(=O)CSc1nc2ccccc2c(=O)n1Cc1ccccc1` gave H37Rv inhibition 18%, tuberculosis growth -2%, Salmonella PhoP GFP -4%, influenza NS1A 27% and inhibitors of VEEV 0.2%.
For CC(=O)NCCc1cc2ccc(C)c(C)c2[nH]c1=O the results were H37Rv inhibition -13%, influenza NS1A -7% and inhibitors of VEEV 2.0%.
CCCCc1nnc(NC(=O)CCS(=O)(=O)Cc2ccccc2)s1 was read as H37Rv inhibition -2%, tuberculosis growth 34%, Salmonella PhoP GFP -2%, influenza NS1A 7% and inhibitors of VEEV 1.2%.
For CCOC(=O)CSc1nc(C)cc(Oc2ccc(=O)n(C)n2)n1 the results were H37Rv inhibition -4%, influenza NS1A 4% and inhibitors of VEEV 0.2%.
`Nc1nc2ccccc2n1/N=C/c1ccc(-c2ccccc2)o1` gave H37Rv inhibition inconclusive, tuberculosis growth 70%, Salmonella PhoP GFP 14%, influenza NS1A -5% and inhibitors of VEEV 5.4%.
For CCCC(C)C(=O)NCc1ccccc1OC (configuration not stated) the results were tuberculosis growth 28%, Salmonella PhoP GFP -5%, influenza NS1A -62% and inhibitors of VEEV 0.8%.
COc1cc2cc(CCO)oc(=O)c2cc1OC was read as H37Rv inhibition 2%, tuberculosis growth 6%, influenza NS1A 14% and inhibitors of VEEV 0.5%.
For CCOc1ccc(NC(=O)CN(C)C(=O)c2cc(C)on2)cc1OCC the results were H37Rv inhibition -2%, tuberculosis growth -20%, Salmonella PhoP GFP 1%, influenza NS1A -3% and inhibitors of VEEV 1.7%.
CCc1nnc(NS(=O)(=O)c2ccc(Nc3ccc([N+](=O)[O-])c4nonc34)cc2)s1 was read as H37Rv inhibition 9%, tuberculosis growth 54%, Salmonella PhoP GFP -2%, influenza NS1A 3% and inhibitors of VEEV inactive.
`CC(C)(C)NC(=O)NC(=O)COC(=O)COc1ccc(Cl)cc1Cl` gave H37Rv inhibition -5%, tuberculosis growth 9%, Salmonella PhoP GFP -8%, influenza NS1A 5% and inhibitors of VEEV 0.5%.
CCn1ccc(C(=O)Nc2ccc3c(c2)CCC3)n1 was read as H37Rv inhibition -10%, tuberculosis growth 59%, Salmonella PhoP GFP -3%, influenza NS1A -8% and inhibitors of VEEV 1.6%.
Screening Cc1cc(N2CCCC2)c(C)cc1C=O returned H37Rv inhibition 32%, tuberculosis growth 30%, Salmonella PhoP GFP 7%, influenza NS1A 3% and inhibitors of VEEV 2.0%.
`COc1ccc(NC(=O)CSc2nnc(C)n2C2CCCCC2)cc1` gave H37Rv inhibition 7%, tuberculosis growth -2%, Salmonella PhoP GFP 3%, influenza NS1A 1% and inhibitors of VEEV 2.3%.
For CCOC(=O)C(=O)N(CC)C1CCS(=O)(=O)C1 (configuration not stated) the results were H37Rv inhibition 7%, tuberculosis growth 2%, Salmonella PhoP GFP -35%, influenza NS1A 5% and inhibitors of VEEV inactive.
`O=C(CN1CCN(C2CCCCC2)CC1)c1c[nH]c2ccccc12` gave H37Rv inhibition -6%, tuberculosis growth 15%, Salmonella PhoP GFP 6%, influenza NS1A 9% and inhibitors of VEEV 0.5%.
COc1ccc(C2C(C(=O)NCc3ccccn3)c3cc(OC)c(OC)cc3C(=O)N2C)cc1 (configuration not stated) was read as H37Rv inhibition -2%, tuberculosis growth -17%, Salmonella PhoP GFP -9%, influenza NS1A 15%, inhibitors of VEEV inactive and inhibitors of VEEV 10K pilot screen 0.5.
`Cc1cc(C)cc(N(CC(=O)NC2CCCCC2)C(=O)CNC(=O)c2ccco2)c1` gave H37Rv inhibition 6%, tuberculosis growth -6%, Salmonella PhoP GFP -2%, influenza NS1A 9% and inhibitors of VEEV 1.1%.
`CCCCS(=O)Cc1ccccc1` (configuration not stated) gave H37Rv inhibition 3%, tuberculosis growth 0%, Salmonella PhoP GFP 1%, influenza NS1A -18% and inhibitors of VEEV 1.8%.
Screening CCOc1cc(NC(=O)c2ccccn2)c(OCC)cc1NC(=O)c1ccc(Cl)cc1 returned H37Rv inhibition 5%, tuberculosis growth 2%, Salmonella PhoP GFP -4%, influenza NS1A -4% and inhibitors of VEEV 0.1%.
Screening Cc1ccc(C)c(C(C)NC(=O)Cc2cccs2)c1 (configuration not stated) returned H37Rv inhibition 3%, tuberculosis growth 2%, Salmonella PhoP GFP 6%, influenza NS1A -5% and inhibitors of VEEV inactive.
Screening CCCN1C(=O)/C(=N\OCC(=O)NC23CC4CC(CC(C4)C2)C3)c2ccccc21 returned H37Rv inhibition 3%, tuberculosis growth 39%, Salmonella PhoP GFP -6%, influenza NS1A 12% and inhibitors of VEEV 5.4%.
Cc1ccc(NC(=O)COc2coc(CN3CCN(c4ccccc4)CC3)cc2=O)cc1 was read as H37Rv inhibition 0%, tuberculosis growth 0%, Salmonella PhoP GFP 3%, influenza NS1A -47% and inhibitors of VEEV 0.9%.
CC(C)(C)N1CC(C(=O)Nc2ccc(S(=O)(=O)N3CCCCC3)cc2)CC1=O (configuration not stated) was read as H37Rv inhibition 0%, tuberculosis growth 4%, Salmonella PhoP GFP 3%, influenza NS1A 5% and inhibitors of VEEV 2.1%.
For COc1ccccc1CNC(=O)C1CCC1 the results were H37Rv inhibition 3%, tuberculosis growth -22%, Salmonella PhoP GFP -2%, influenza NS1A 3% and inhibitors of VEEV 0.6%.
For NS(=O)(=O)c1ccc(CCNc2ccccc2[N+](=O)[O-])cc1 the results were H37Rv inhibition -1%, tuberculosis growth 10%, Salmonella PhoP GFP 14%, influenza NS1A -4% and inhibitors of VEEV 0.2%.
CCOc1cc(/C=C2/C(=N)N3C(=NC2=O)SN=C3S(=O)(=O)C(C)C)ccc1OC(=O)c1ccco1 was read as H37Rv inhibition 6%, tuberculosis growth inconclusive, Salmonella PhoP GFP 10%, influenza NS1A 3% and inhibitors of VEEV 0.1%.
For CCc1nc2c(n1O)CCc1nonc1-2 the results were H37Rv inhibition -8%, tuberculosis growth 4%, Salmonella PhoP GFP -6%, influenza NS1A -1% and inhibitors of VEEV 0.9%.
For Cc1ccc(-c2cc(C(=O)Nc3c(C#N)cnn3C)no2)cc1 the results were H37Rv inhibition -5%, tuberculosis growth 38%, Salmonella PhoP GFP 6%, influenza NS1A 0% and inhibitors of VEEV 2.6%.
`CCC(c1nnnn1Cc1ccco1)N1CCN(C(=O)c2ccco2)CC1` (configuration not stated) gave H37Rv inhibition -3%, tuberculosis growth -15%, Salmonella PhoP GFP -6%, influenza NS1A 2% and inhibitors of VEEV 1.5%.
`C=CCNc1nnc(Cc2ccc(C(C)C)cc2)c(=O)[nH]1` gave H37Rv inhibition 1%, tuberculosis growth 21%, Salmonella PhoP GFP -6%, influenza NS1A -2% and inhibitors of VEEV inactive.
CN(C)c1nc(C=C(C#N)C#N)c(Cl)n1-c1ccc(F)cc1 was read as influenza NS1A -8% and inhibitors of VEEV 9.9%.
For C/C(CC(=O)NC12CC3CC(CC(C3)C1)C2)=N\NC(=O)Cc1cccs1 the results were H37Rv inhibition 5%, tuberculosis growth 7%, Salmonella PhoP GFP -4%, influenza NS1A -4% and inhibitors of VEEV 2.3%.
Screening O=C1CC(c2ccco2)Cc2nc(Nc3nc(-c4ccccc4)c4ccccc4n3)ncc21 (configuration not stated) returned H37Rv inhibition inconclusive, tuberculosis growth -7%, Salmonella PhoP GFP -5%, influenza NS1A 8% and inhibitors of VEEV 0.3%.
`CC(C)CC(OC(=O)c1ccco1)C(=O)NC1CCCCC1` (configuration not stated) gave H37Rv inhibition -6%, tuberculosis growth -3%, Salmonella PhoP GFP 4%, influenza NS1A -6% and inhibitors of VEEV 0.2%.
